IDE cell activ: activators of human insulin-degrading enzyme in cells | P14735 | hit rate 0.073% among 340,000 | activation, % at 5.96 µM | HEK cells, FAbeta-B cleavage, fluorescence polarization; 0% vehicle, 100% cell-free pure enzyme wells;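 active = activation above the mean of all tested compounds plus 3 SD, set per screening campaign, cut at about 17% in these data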
CHRM4 PAM: positive allosteric modulators of human muscarinic M4 receptor; CHO-K1 hM4/Gqi5, Fluo-8 calcium fluorescence, ACh EC20; 0% = ACh EC20, 100% = maximal ACh; activation, % at 3 µM; hit rate 0.4% among 360,000; AID 624126;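 active = activation above its plate's cutoff, the mean activation of sample wells plus 3 SD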; note: some results filed as inactive read as strong as hits
MEKK3 PB1 HTS: raises or lowers MEK5 binding to the human MEKK3 PB1 domain; Q99759; bead-based flow cytometry, Alexa488-MEK5 binding to MEKK3; actives lie on both sides; 0 = blocked by unlabeled MEK5, 100 = vehicle; binding response (% of control), % at 10 µM; hit rate 1.4% among 290,000; AID 1529;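 active = binding response more than 3 SD above or below the average of its plate-row segment, actives on both sides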;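 note: Alexa488 bead fluorescence after subtracting the streptavidin-only scavenger bead signal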
Target sequence (Q99759 whole entry, looked up, the tested form may be a part): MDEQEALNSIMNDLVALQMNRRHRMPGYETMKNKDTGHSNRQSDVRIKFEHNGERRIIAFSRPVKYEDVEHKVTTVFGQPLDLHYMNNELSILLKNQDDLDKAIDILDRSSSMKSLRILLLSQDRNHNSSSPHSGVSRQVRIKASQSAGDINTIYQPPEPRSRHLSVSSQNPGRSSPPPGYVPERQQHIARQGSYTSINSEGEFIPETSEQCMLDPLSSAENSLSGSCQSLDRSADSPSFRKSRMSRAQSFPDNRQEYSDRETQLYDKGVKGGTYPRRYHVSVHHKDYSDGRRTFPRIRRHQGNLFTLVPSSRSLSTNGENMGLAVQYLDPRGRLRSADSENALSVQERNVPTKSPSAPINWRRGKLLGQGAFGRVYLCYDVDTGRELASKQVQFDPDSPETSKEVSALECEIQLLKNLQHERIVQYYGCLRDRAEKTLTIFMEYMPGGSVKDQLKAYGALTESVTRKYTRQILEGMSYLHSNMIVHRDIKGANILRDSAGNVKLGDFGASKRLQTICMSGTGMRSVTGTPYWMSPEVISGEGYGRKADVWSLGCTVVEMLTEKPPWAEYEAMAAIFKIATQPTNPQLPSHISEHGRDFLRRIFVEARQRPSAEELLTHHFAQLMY
CRFR2-BP ag: CRF-BP/CRF-R2 complex agonism; HEK293 CRF-R2/CRF-BP, calcium dye fluorescence (FLIPR); percent of saturating CRF peptide response; activation, % at 13.2 µM; hit rate 0.46% among 350,000;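 active = activation of at least 50%, plus an integration ratio under a set limit after plate pattern correction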;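 note: plate controls were neutral control wells without compound for no effect and CRF at EC100 for full effect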
IDE inh: cellular human IDE inhibition. HEK cells, FAbetaB cleavage, fluorescence polarization. inhibition, % at 5.59 µM. hit rate 0.41% among 320,000;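 active = percent inhibition above the average of all tested compounds plus 3 SD, set per screening campaign, cut at about 16% in these data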;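 note: IDE supplied by intact live HEK cells; FP after avidin binding of uncleaved biotin substrate so inhibition keeps polarization high; 0% = DMSO wells and 100% = 60 µM reference IDE inhibitor Ii1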
p-CIP stab down: compounds decreasing mouse p/CIP protein stability. decrease of EGFP signal, % at 10 µM. Q05BA5. F442A p/CIP-EGFP cells, EGFP fluorescence, 16 h. AID 1984. hit rate 0.01% among 290,000;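 active = EGFP signal decrease of at least 30% at 10 µM or well 3 SD below plate mean, unless failing retest; inactive = the rest, including hits failing retest or dose response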; note: some compounds called inactive have numbers as strong as hits; many of its hits are not listed in these tables
GalR3 antagonist: antagonists of human GalR3; O60755; HEK293 GalR3-CNG cAMP membrane potential fluorescence; galR3 body fused to GalR1 C-terminus; inhibition, % at 3 µM; hit rate 0.44% among 360,000;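 active = inhibition above the screen-wide average plus 3 SD, cut at about 13% in these data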;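 note: forskolin and galanin both at EC90 stimulate the cells; cAMP rise reported by CNG channel membrane potential dye signal; 0% = forskolin plus galanin with DMSO and 100% = forskolin alone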
PHOSPHO1 inh: inhibitors of human PHOSPHO1 phosphatase; Q8TCT1; recombinant PHOSPHO1, absorbance phosphatase assay; inhibition, % at 13.3 µM; hit rate 1.1% among 290,000; AID 1565; in the data active = inhibition above about 60%
Target sequence (Q8TCT1 whole entry, looked up): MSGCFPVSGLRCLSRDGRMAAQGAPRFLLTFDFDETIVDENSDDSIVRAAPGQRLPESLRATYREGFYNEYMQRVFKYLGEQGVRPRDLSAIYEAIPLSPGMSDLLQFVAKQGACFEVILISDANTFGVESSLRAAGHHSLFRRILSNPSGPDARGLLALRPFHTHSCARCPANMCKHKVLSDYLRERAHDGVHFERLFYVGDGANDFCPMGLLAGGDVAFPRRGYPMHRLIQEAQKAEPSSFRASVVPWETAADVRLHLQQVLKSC
CRFBP-R2 block: blocks CRF-induced signaling of the CRF-BP/CRF-R2 complex. inhibition, % at 11.8 µM. AID 588475. HEK293 CRF-R2/CRF-BP, CRF-induced calcium fluorescence. hit rate 0.59% among 350,000;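 active = inhibition of the ligand-induced calcium signal above about 50% at the single tested concentration, limit read from the data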
* = called active by the depositor; nt = not tested or not shown.

IDE cell activ,CHRM4 PAM,MEKK3 PB1 HTS,CRFR2-BP ag,IDE inh,p-CIP stab down,GalR3 antagonist,PHOSPHO1 inh,CRFBP-R2 block,Molecule
1,0,99,-1.0,0,-1,-5,5,5,Cc1noc(NS(=O)(=O)c2ccc(NC(=O)CSc3nc4c(cc3C#N)CCCCC4)cc2)c1C
2,8,nt,-0.9,4,nt,1,nt,-12,O=C(CSc1nnc(-c2cccnc2)o1)Nc1ccccc1F
2,-1,108,-0.7,3,-8,-1,33,-9,O=C(Cn1nnc(-c2ccncc2)n1)Nc1ccc2c(c1)CCC2
6,6,98,0.3,1,-4,0,32,-64,O=C(CCCN1C(=O)/C(=C/c2ccccc2)SC1=S)Nc1ccccc1O
5,5,94,2.4,17*,3,6,-11,11,CCc1nnc(/N=C/c2c(O)n(-c3ccc(Cl)cn3)c(=O)c3ccccc23)s1
-1,4,100,-1.0,6,-2,-6,12,-2,COc1ccc(NC(=O)CCNC(=O)Cn2ccc3ccccc3c2=O)cc1Cl
3,-2,99,-4.3,0,12,-3,9,52*,O=S(=O)(c1cccc2nsnc12)N1CCc2ccccc2C1
1,4,107,-0.3,-4,1,-9,nt,8,C=CCOc1ccc(CNCc2cccnc2)cc1OCC
0,1,96,-1.6,-3,3,-1,4,4,CN(C)C=C1C(=O)c2ccccc2C1=O
1,0,nt,0.9,nt,nt,1,nt,-9,CC(Sc1nnc(-c2ccco2)n1C)C(=O)Nc1ccc(N2CCOCC2)cc1 (stereo unspecified)
-3,-9,107,0.0,1,2,-6,-15,2,CCn1ccnc1CN1CCc2c([nH]c3ccccc23)C1CC(C)C (stereo unspecified)
5,0,84,1.8,6,2,-8,38,-3,CN(C(=O)CS(=O)(=O)Cc1ccccc1Cl)c1ccccc1

Some entries already given, reduced to MEKK3 PB1 HTS, CRFBP-R2 block and IDE cell activ.
| Structure | MEKK3 PB1 HTS | CRFBP-R2 block | IDE cell activ |
| --- | --- | --- | --- |
| COc1ccc(NC(=O)CCNC(=O)Cn2ccc3ccccc3c2=O)cc1Cl | 100 | -2 | -1 |
| O=S(=O)(c1cccc2nsnc12)N1CCc2ccccc2C1 | 99 | 52* | 3 |
| C=CCOc1ccc(CNCc2cccnc2)cc1OCC | 107 | 8 | 1 |
| CN(C)C=C1C(=O)c2ccccc2C1=O | 96 | 4 | 0 |
| CC(Sc1nnc(-c2ccco2)n1C)C(=O)Nc1ccc(N2CCOCC2)cc1 (stereo unspecified) | nt | -9 | 1 |
| CCn1ccnc1CN1CCc2c([nH]c3ccccc23)C1CC(C)C (stereo unspecified) | 107 | 2 | -3 |

(next part)
IDE cell activ,CHRM4 PAM,MEKK3 PB1 HTS,CRFR2-BP ag,IDE inh,p-CIP stab down,GalR3 antagonist,PHOSPHO1 inh,CRFBP-R2 block,Molecule
-1,0,102,-0.1,11,-7,-2,9,14,Cc1nc(N2CCOCC2)nc(OCCN(C)C)c1[N+](=O)[O-]
4,-2,nt,0.1,nt,nt,-6,nt,-3,CCN1C[C@@H]2[C@@H]3C(=O)N(Cc4ccccc4)C(=O)[C@@H]3[C@](C)(C(=O)OC)N2C1=NC1CCCCC1
-1,3,105,1.4,8,-11,-1,6,-5,Cc1ccc(N2CN=c3s/c(=C\c4cccnc4)c(=O)n3C2)cc1
-1,-1,109,-3.7,11,1,nt,6,-1,Cc1cc(C(=O)NCCCN2CCN(c3cc(Cl)ccc3C)CC2)n(-c2ccccc2)n1
2,2,105,0.8,-1,-19,-4,22,-7,O=C(NC(Cc1c[nH]c2ccccc12)C(=O)O)c1ccccc1 (stereo unspecified)
3,2,94,-1.4,0,-7,-1,45,5,CCOc1ccc(C(=O)Nc2ccccc2N2CCOCC2)cc1
-3,4,103,-4.8,-2,-12,1,10,-4,CCc1nc2ccc(C(=O)NCCc3ccc(OC)c(OC)c3)cc2nc1CC
-2,13,102,5.4,13,-13,-8,3,0,COCCN(CCOC)S(=O)(=O)c1ccc(NC(=O)c2cnccn2)cc1
7,-8,103,9.8,1,0,-3,10,15,CC1CN(S(=O)(=O)c2cccc(-c3csc(-c4ccccc4)n3)c2)CC(C)O1 (stereo unspecified)
3,9,96,2.5,-7,-7,-2,24,-16,CNc1ncc(C(=O)c2ccc(Cl)c(Cl)c2)s1
0,-5,95,28,2,-7,-4,0,13,CCOC(=O)C1=C(CSc2nc3c(cc2C#N)CN(C)CC3)OC(N)=C(C#N)C1c1ccncc1 (stereo unspecified)
5,8,102,-1.4,9,-11,-7,6,10,O=c1cc(-c2ccccc2)oc2ccc(O)cc12
1,2,nt,-0.5,0,nt,-6,nt,0,CCOc1cc(N2CCOCC2)c(OCC)cc1NC(=O)COc1cccc(Cl)c1
5,1,98,0.6,nt,-17,-9,6,1,CC(O)c1cccc(NC(=O)Nc2cccc(NC(=O)Nc3cccc(C(C)O)c3)c2)c1 (stereo unspecified)
-3,7,102,-1.7,1,7,2,0,2,COC(=O)c1ccc(CSc2ccc3nnc(-c4ccccn4)n3n2)o1
5,9,103,1.1,-3,-8,-8,32,-13,Cc1ccc(C(OCC(O)CNC(CO)C(O)c2ccc([N+](=O)[O-])cc2)c2ccccc2)cc1 (stereo unspecified)
4,2,87,3.0,-2,5,-4,0,-17,Cn1ccnc1C(O)(c1ccccc1)c1ccccc1
4,10,111,3.1,-1,-7,5,-11,8,COc1cc(S(=O)(=O)N2CCN(Cc3ccccc3)CC2)ccc1Br
4,5,118,-1.4,9,13,-1,-19,-13,COc1ccccc1Sc1nc(-c2ccccn2)ncc1OC
1,-5,99,13,5,-12,-2,52,24,CC(C)c1ccc(S(=O)(=O)N2CCN(C(=S)NCc3ccco3)CC2)cc1
-12,0,105,-1.3,14,-13,-4,27,6,Nn1c(SCc2ccc(Br)cc2)nnc1-c1ccncc1
1,0,100,3.8,2,-15,1,-3,-2,CCc1cc(=O)oc2cc3occ(C)c3cc12
10,4,98,-0.5,2,8,-3,28,-4,CN1CCN(NC(=O)c2cn(-c3ccccc3)nc2-c2ccc(OC(F)F)cc2)CC1
1,6,106,0.2,-4,8,-7,-8,16,CC(=O)C1=C(O)C(=O)N(Cc2ccco2)C1c1ccccc1 (stereo unspecified)
4,1,106,6.0,nt,-8,-3,-8,18,N#Cc1c(/N=C/c2ccc(Br)s2)sc2c1CCC2
-2,7,nt,-0.8,-2,nt,-3,nt,0,COc1cc(C(=O)OCC(=O)N2CCC(Cc3ccccc3)CC2)cc(OC)c1OC
6,0,100,0.9,-1,5,7,26,4,Cc1cc(C)c(S(=O)(=O)N2CCN(S(=O)(=O)N3CCC(C)CC3)CC2)c(C)c1
-2,-5,103,-2.8,4,-3,-10,35,0,COc1ccc(OCc2nnc(SCC(=O)N3CCCCC3)o2)cc1
6,16,85,-0.2,6,4,nt,6,-8,CC1(C)N=C(c2cccc(F)c2)C(=O)N1
3,11,93,-0.4,-1,9,-6,19,20,Cc1ccc(C(=O)Nc2cnc3sc(C)nn3c2=O)cc1
1,-4,96,2.0,-9,2,-7,-4,-1,COc1ccccc1NC(=O)Nc1ccc(N2CCOCC2)cc1
1,5,nt,-0.2,0,nt,-6,nt,1,O=C(CN1C(=O)NC2(CCCC2)C1=O)NCCc1ccccc1
6,-4,98,1.3,-2,-20,1,32,4,COc1cccc(C(=O)/C=C/Nc2cc(C)ccc2O)c1
0,1,99,-0.5,4,14,-6,-8,-12,CCC(C)(C)n1nnnc1C(c1cccs1)N1CCN(Cc2ccccc2)CC1 (stereo unspecified)
-7,6,105,-3.7,2,2,-11,9,10,Cc1ccc(NC(=O)Cc2ccccc2Cl)cc1S(=O)(=O)N(C)C
4,-1,102,3.6,0,-1,-10,-15,0,C=Cc1ccc(CN2CCCN(Cc3ccc(Cl)cc3)S2(=O)=O)cc1
0,8,79,-4.3,-1,-6,-5,-36,8,COc1cc2nc(SCC(=O)NCCc3ccccc3)n(Cc3ccco3)c(=O)c2cc1OC
5,-2,101,1.4,nt,-8,-11,45,34,COc1ccc(C)cc1NC(=O)c1ccc(CN2CCc3ccccc3C2)cc1
-1,-22,97,0.2,0,-18,-7,-25,6,Cc1cc(S(=O)(=O)NCc2ccccc2)ccc1OCC(=O)Nc1cccc([N+](=O)[O-])c1
3,7,104,-2.1,10,-15,-4,2,6,CC1CCCCC1NC(=O)COC(=O)COc1ccc(Cl)cc1 (stereo unspecified)
-4,-11,nt,-5.9,0,nt,1,nt,-2,Cc1cccc(-n2c(-c3ccc(Br)o3)n[nH]c2=S)c1
-1,12,106,-0.1,-4,-5,-5,21,-1,O=C(CSc1nnc(-c2ccco2)n1CC1CCCO1)N1CCCCC1 (stereo unspecified)
2,6,105,-1.9,1,6,-4,15,20,CCc1onc(C)c1C(=O)Nc1cc(C)ccc1OC
-4,11,108,1.7,4,-3,0,39,0,CCOC(=O)N1CCN(S(=O)(=O)c2ccc(OC)c(Br)c2)CC1
0,-4,109,-1.7,0,3,-8,1,-8,Cc1c(NC(=O)Nc2ccc(Cl)cc2Cl)c(=O)n(-c2ccccc2)n1C
3,-18,96,-0.4,11,12,2,-6,40,O=C(NCCc1cccc(Cl)c1)c1cccc([N+](=O)[O-])c1
10,4,98,-2.1,1,10,5,7,15,COc1ccc(NC(=O)[C@H](C)NC(=O)C2CCN(S(=O)(=O)c3ccc(C)cc3)CC2)cc1OC
1,-4,nt,0.1,-4,nt,-4,nt,-7,Cc1cc(C)c(S(=O)(=O)N2CCN(C(=O)c3c(C)noc3C)CC2)c(C)c1
-3,3,100,0.5,0,-6,-8,36,-22,CCCCn1c(SCC(=O)Nc2ccc(NC(C)=O)cc2)nc2ccccc2c1=O
9,-4,96,-4.1,5,3,-4,-19,5,COCCCNC(NC(=O)c1ccc(Br)cc1)C(Cl)(Cl)Cl (stereo unspecified)
0,9,125,0.3,-1,-12,-6,35,11,O=C(Nc1nc(-c2cccc3ccccc23)cs1)c1ccc2c(c1)S(=O)(=O)c1ccccc1C2=O
6,0,nt,-1.9,nt,nt,-2,nt,5,COc1ccccc1N(C)S(=O)(=O)c1ccc(Cl)c(C(=O)Nc2ccccc2N2CCOCC2)c1
0,2,nt,-3.7,-2,nt,-4,nt,14,CC(OC(=O)COc1ccc(C#N)cc1)C(=O)c1ccccc1 (stereo unspecified)
6,3,101,-1.1,-4,-2,-3,12,0,O=C(COc1ccc2c(c1)OCO2)NC12CC3CC(CC(C3)C1)C2
9,-2,102,-1.3,-1,-4,0,37,10,CCN(CC(=O)Nc1c(F)cccc1F)C(=O)C1CC(=O)N(c2ccccc2OC)C1 (stereo unspecified)
-2,-5,55,8.0,-3,4,1,-10,0,COc1ccc(NC(=O)c2cc3ccc4c5ccccc5[nH]c4c3cc2O)cc1
-4,6,100,1.3,4,-15,-3,13,1,COc1ccccc1NC=C1C(=O)OC2(CCCCC2)OC1=O
1,-3,nt,-0.3,nt,nt,-7,nt,-2,O=C(Nc1cccc(C(=O)N2CCOCC2)c1)C1CCCC1
3,2,99,-0.9,-3,-17,-4,11,11,Cc1cccc(CN2CCN(c3nc4nonc4nc3NC3CC3)CC2=O)c1
-2,3,96,0.1,2,-7,-10,24,9,O=C(OCC(=O)c1ccc(Cl)cc1Cl)c1cnccn1
6,-7,103,-2.1,0,-3,1,10,0,COc1ccc(CC(=O)NC(c2ccccc2)c2ccccc2)cc1S(=O)(=O)N1CCOCC1
-2,-5,101,-1.0,6,-8,-1,8,-6,COc1ccc(N2CCN(C(=O)Cn3nnc(-c4ccc(OC)c(OC)c4)n3)CC2)cc1

Retrieved one by one from above, two records:
IDE cell activ,CHRM4 PAM,MEKK3 PB1 HTS,CRFR2-BP ag,IDE inh,p-CIP stab down,GalR3 antagonist,PHOSPHO1 inh,CRFBP-R2 block,Molecule
-2,-5,103,-2.8,4,-3,-10,35,0,COc1ccc(OCc2nnc(SCC(=O)N3CCCCC3)o2)cc1
2,6,105,-1.9,1,6,-4,15,20,CCc1onc(C)c1C(=O)Nc1cc(C)ccc1OC
